Screening results (PubChem BioAssay)
15-hLO inh: inhibitors of human 15-lipoxygenase (ALOX15). P16050. Potency, µM (titrated, usually from 57.1 µM), for inactives: at the highest dose activity change, negative = inhibition, hits mostly inhibitors. 1.4% of 74,000 active. purified 15hLO-1, xylenol orange hydroperoxide absorbance; also: potency is read from the fitted curve at half-maximal effect; % is scaled to controls: 0 for no effect and ±100 for the full control effect; nearly all actives have a fitted effect of over 55% in size
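Purified human 15hLO-1 (40 nM) in 25 mM Hepes pH 7.5, 0.01% Triton X-100, preincubated 15 min RT with compound, then 50 uM arachidonic acid for 6 min. Hydroperoxide read by ferrous/xylenol orange, 30 min; 573/405 nm absorbance ratio gave progress.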
USP2a inh: inhibitors of human ubiquitin-specific protease USP2a | USP2a enzymatic assay, qHTS inhibition | Potency, µM (series often up to 38.3 µM), for the others: at the highest dose activity change, negative = inhibition, actives largely listed as inhibitors | AID 927 | 0.1% of 60,000 active;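 also: potency is read from the fitted curve at half-maximal effect; nearly all actives have a fitted effect of over 60% in size; plate controls were DMSO for no effect and NEM full inhibition control for full effect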
Target sequence (O75604 whole entry, looked up): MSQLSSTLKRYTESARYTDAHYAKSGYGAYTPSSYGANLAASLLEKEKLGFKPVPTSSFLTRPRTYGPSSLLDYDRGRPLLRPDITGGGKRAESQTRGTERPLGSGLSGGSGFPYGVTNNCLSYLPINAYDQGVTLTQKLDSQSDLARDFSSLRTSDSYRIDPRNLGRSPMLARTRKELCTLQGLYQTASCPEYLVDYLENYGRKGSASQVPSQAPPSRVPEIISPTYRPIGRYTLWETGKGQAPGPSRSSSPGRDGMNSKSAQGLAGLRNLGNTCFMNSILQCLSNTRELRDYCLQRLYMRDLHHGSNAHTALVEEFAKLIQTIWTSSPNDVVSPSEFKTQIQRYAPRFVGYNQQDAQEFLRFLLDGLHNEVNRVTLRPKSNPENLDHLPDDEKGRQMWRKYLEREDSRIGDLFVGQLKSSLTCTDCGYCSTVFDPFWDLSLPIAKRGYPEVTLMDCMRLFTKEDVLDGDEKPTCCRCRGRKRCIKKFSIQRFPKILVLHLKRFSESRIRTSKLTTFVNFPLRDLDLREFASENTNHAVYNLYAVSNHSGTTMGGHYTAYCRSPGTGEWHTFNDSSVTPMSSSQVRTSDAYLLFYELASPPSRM
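USP2 core (20 nM final) was preincubated with compound for 30 min at RT in 20 mM Tris-HCl pH 8.0, 2 mM CaCl2, 2 mM beta-mercaptoethanol; Ub-PLA2 (20 nM) plus NBD C6-HPC (20 uM) then added, fluorescence read after 2.5 h.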
DNA Pol III inh: DNA polymerase III holoenzyme inhibition; reconstituted DNA polymerase III holoenzyme replication, biochemical; 0.25% of 71,000 active; Potency, µM (series often up to 57.1 µM), inactives show at the top dose activity change, negative = inhibition; also: potency is read from the fitted curve at half-maximal effect; % is scaled to controls: 0 for no effect and ±100 for the full control effect
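Reconstituted *E. coli* holoenzyme (0.35 nM Pol III, 1 nM beta, 154 nM SSB, 2 nM primase) was preincubated with compound for 15 min at RT. Synthesis on 1.4 nM ssM13Gori ran 35 min, then was stopped with PicoGreen/EDTA and read as dsDNA fluorescence.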
HADH2 inh: blocks human hydroxyacyl-CoA dehydrogenase type II | recombinant HADH2, NADH fluorescence, beta-hydroxybutyryl-CoA | Potency, µM (series often up to 57.1 µM), for the others: at the highest dose activity change, negative = inhibition, usual class: inhibitors | 3.4% of 73,000 active; also: potency is read from the fitted curve at half-maximal effect; % is scaled to controls: 0 for no effect and ±100 for the full control effect; nearly all actives have a fitted effect of over 60% in size; many of its hits are not listed in these tables
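His-tagged recombinant enzyme from E. coli, 20 nM, preincubated 15 min RT with compound; reaction started with 1 mM NAD+ and 90 uM beta-hydroxybutyryl-CoA in 100 mM Tris-HCl pH 9.0. NADH fluorescence (ex 360/em 450) read over 4 min; last-minus-first difference.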
BRCT PPI red: BRCT-phosphoprotein interaction inhibition (red fluorophore). P38398. BRCT-phosphopeptide binding, red fluorescence polarization. Potency, µM (titrated, usually from 76.9 µM), for the others: at the top dose activity change, negative = inhibition, most hits filed as inhibitors. 0.03% of 75,000 active; also: % is scaled to controls: 0 for no effect and ±100 for the full control effect
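Rhodamine-labelled pBACH1 10-mer (100 nM) bound to BRCT domain (100 nM) at pH 7.3; compounds incubated 12 min room temperature, polarization read. Free peptide defines full inhibition; unlabelled decapeptide titrated as control.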
BRCT PPI green: inhibitors of human BRCA1 BRCT-phosphoprotein interaction (green fluorophore); 0.05% of 75,000 active; BRCA1 BRCT-phosphopeptide binding, green fluorescence polarization; Potency, µM (series often up to 76.9 µM), inactives show at the highest dose activity change, negative = inhibition, actives largely listed as inhibitors; P38398;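 also: potency is read from the fitted curve at half-maximal effect; plate controls were peptide without protein for full effect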
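Compounds were incubated for 12 min at room temperature with a complex of 100 nM fluorescein-tagged pBACH1 decapeptide and 250 nM His-tagged BRCT protein. Buffer was phosphate pH 7.3 with EDTA, DTT and Tween 20. Disruption of binding lowers the polarization signal.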
Casp7 inh: allosteric or competitive inhibitors of human caspase-7. recombinant caspase-7, Ac-DEVD-AFC fluorescence rate. Potency, µM (top dose mostly 57.5 µM), inactives show top-dose activity change, negative = inhibition, most hits filed as inhibitors. 0.02% of 75,000 active. P55210; active = well fitted inhibition curve with a large enough effect in the main read-out, with a control signal flat, not every such curve was filed as active; inconclusive = small, poorly fitted or top-dose-only effect, or a change in a side signal; also: potency is read from the fitted curve at half-maximal effect; % of control where 0% means no effect
Target sequence (P55210 24-198 limits assumed): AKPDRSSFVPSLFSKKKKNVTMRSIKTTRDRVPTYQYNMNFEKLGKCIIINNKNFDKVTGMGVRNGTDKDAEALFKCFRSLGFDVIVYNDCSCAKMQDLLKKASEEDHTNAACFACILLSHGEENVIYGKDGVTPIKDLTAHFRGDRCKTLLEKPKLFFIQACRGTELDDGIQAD
Target sequence (P55210 207-303 limits assumed): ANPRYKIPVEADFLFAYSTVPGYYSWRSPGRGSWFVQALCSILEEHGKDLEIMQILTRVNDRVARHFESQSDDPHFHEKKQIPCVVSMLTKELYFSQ
Rhodamine autofl: compound autofluorescence in rhodamine spectral region | max dye-equivalent concentration, M | Rhodamine-region fluorescence, 547/598 nm, Tris buffer; hits give high values | 0.05% of 59,000 active; in the data active = max dye-equivalent concentration above about 11 nM; inconclusive = between about 1.1 nM and that limit
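Compound fluorescence in 100 mM Tris, pH 8.0, read after 15 min at room temperature with 547 nm excitation and 598 nm emission. Output is dye-equivalent concentration from an on-plate rhodamine standard series.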
Tau fil binding: tau filament binding; Potency, µM (titrated, usually from 57.1 µM), without a hit: top-dose activity change, negative = inhibition; AID 596; 2% of 71,000 active; P10636; recombinant tau filaments, thioflavin S fluorescence, 15 h; filaments grown with octadecylsulfate alongside compound;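 also: potency is read from the fitted curve at half-maximal effect; % is scaled to controls: 0 for no effect and ±100 for the full control effect; actives lower thioflavin S fluorescence by blocking filaments or displacing dye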
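Quantitative HTS: thioflavine S signal from ODS-induced tau filaments, excited at 450 nm, emission 510 nm. Conditions: 1 uM tau, 30 uM ODS, 15 h at 37 C, pH 7.4.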
HEK293 cAMP ctrl: parental HEK293 cAMP activation (counter-screen). parental HEK293 CNG cAMP sensor, membrane potential fluorescence. Potency, µM (series often up to 57.1 µM), for the others: at the top dose activation, usual class: activators. 2.5% of 73,000 active; also: potency is read from the fitted curve at half-maximal effect; % of control where 0% means no effect; nearly all actives have a fitted effect of over 55% in size
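Parental HEK 293 cells stably expressing a cAMP-gated CNG channel were loaded with membrane potential dye containing 100 uM RO 20-1724 for 60 min. Compound added for 30 min; depolarization read as fluorescence intensity at 590 nm.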
Caspase-1 inhib: caspase-1 (human) inhibition, allosteric or competitive. P29466. Caspase-1 enzyme, Ac-WEHD-AFC fluorogenic rate. Potency, µM (highest dose often 57.5 µM), for the others: top-dose activity change, negative = inhibition, actives largely listed as inhibitors. 0.03% of 75,000 active;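 also: potency is read from the fitted curve at half-maximal effect; plate controls were vehicle for no effect and no substrate for full effect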
An asterisk follows results filed as active; [ ] = another dose, or the depositor's remark. Unless noted, calls follow the shape of the dose curve; as a rule, active = well fitted curve in the direction sought with a large enough effect; inconclusive = small, poorly fitted or top-dose-only effect, or another doubt; inactive = no such curve, though single readings can be large; an effect the other way counts as inactive or inconclusive. This is a subset; rates above refer to the full screens.

Results for Nc1ncc2c(n1)CC(c1ccco1)CC2=O (stereo not drawn) ?
15-hLO inh: 5.3%; USP2a inh: -0.3%; DNA Pol III inh: -4.0%; HADH2 inh: -12.1%; BRCT PPI red: -0.5%; BRCT PPI green: -0.1%; Casp7 inh: -0.4%; Rhodamine autofl: inactive; Tau fil binding: -19.6%; HEK293 cAMP ctrl: -0.3%; Caspase-1 inhib: 1.8%

How did COC(=O)c1c(NC(=O)CN2CCN(Cc3ccc4c(c3)OCO4)CC2)sc(C)c1C do in these assays?
15-hLO inh: inconclusive; USP2a inh: 33.5%[activator]; DNA Pol III inh: -7.8%; HADH2 inh: -4.8%; BRCT PPI red: -0.7%; BRCT PPI green: -2.3%; Casp7 inh: -3.6%; Rhodamine autofl: inactive; Tau fil binding: 238.8%; HEK293 cAMP ctrl: 1.58µM*; Caspase-1 inhib: 0.5%

Results for Cc1ccccc1S(=O)(=O)Nc1nc2ccccc2nc1N1CCOCC1 ?
15-hLO inh: 1.6%; USP2a inh: 0.8%; DNA Pol III inh: -4.8%; HADH2 inh: 2.9%; BRCT PPI red: 0.2%; BRCT PPI green: 0.2%; Casp7 inh: -0.8%; Rhodamine autofl: inactive; Tau fil binding: -6.1%; HEK293 cAMP ctrl: 8.0%; Caspase-1 inhib: -4.4%

Results for CCn1c(=O)c(C(=O)Nc2cnccn2)c(O)c2ccccc21 ?
15-hLO inh: -5.5%; USP2a inh: -1.7%; DNA Pol III inh: -0.4%; HADH2 inh: inconclusive; BRCT PPI red: -0.4%; BRCT PPI green: -1.3%; Casp7 inh: 1.1%; Rhodamine autofl: inactive; Tau fil binding: -8.5%; HEK293 cAMP ctrl: 7.1%; Caspase-1 inhib: 1.3%

Results for O=C(CSc1cccc2cccnc12)NCc1ccco1 ?
15-hLO inh: 10.5%; USP2a inh: 15.2%; DNA Pol III inh: -2.1%; HADH2 inh: inconclusive; BRCT PPI red: -0.9%; BRCT PPI green: -1.6%; Casp7 inh: -3.0%; Rhodamine autofl: inactive; Tau fil binding: 4.2%; HEK293 cAMP ctrl: 5.0%; Caspase-1 inhib: 3.5%

What do the screens show for `CCc1nnc(NC(=O)C2CCN(S(=O)(=O)Cc3ccccc3)CC2)s1`?
15-hLO inh: 2.6%; USP2a inh: 10.9%; DNA Pol III inh: -4.6%; HADH2 inh: 10.6%; BRCT PPI red: -0.5%; BRCT PPI green: -1.9%; Casp7 inh: -0.5%; Rhodamine autofl: inactive; Tau fil binding: 8.6%; HEK293 cAMP ctrl: -1.6%; Caspase-1 inhib: -3.0%

What do the screens show for `CCOc1ccccc1OCC(=O)Nc1ccc(S(=O)(=O)Nc2nc(C)cc(C)n2)cc1`?
15-hLO inh: -16.2%; USP2a inh: 24.4%; DNA Pol III inh: -4.5%; HADH2 inh: inconclusive; BRCT PPI red: -4.2%; BRCT PPI green: -2.2%; Casp7 inh: -0.6%; Rhodamine autofl: inactive; Tau fil binding: 24.9%; HEK293 cAMP ctrl: -1.6%; Caspase-1 inhib: 0.2%

How did Cc1c(Cl)cccc1Nc1nc(N)nc(CSCCO)n1 do in these assays?
15-hLO inh: 8.5%; USP2a inh: -10.4%; DNA Pol III inh: -0.5%; HADH2 inh: 8.4%; BRCT PPI red: -1.0%; BRCT PPI green: 0.7%; Casp7 inh: -0.5%; Rhodamine autofl: inactive; Tau fil binding: -5.2%; HEK293 cAMP ctrl: 1.3%; Caspase-1 inhib: 0.2%

How did COc1cccc(N(C(=O)c2ccn[nH]2)C2(C(=O)Nc3c(C)cccc3C)CCCCC2)c1 do in these assays?
15-hLO inh: 11.5%; USP2a inh: 35.8%[activator]; DNA Pol III inh: -0.5%; HADH2 inh: 0.5%; BRCT PPI red: 1.2%; BRCT PPI green: 0.5%; Casp7 inh: 5.0%; Rhodamine autofl: inactive; Tau fil binding: -2.6%; HEK293 cAMP ctrl: inconclusive; Caspase-1 inhib: -1.0%

Results for COc1ccc2c(c1)NC1(O)c3ccccc3C(=O)C21O (stereo not drawn) ?
15-hLO inh: -5.1%; USP2a inh: 3.1%; DNA Pol III inh: -5.5%; HADH2 inh: -9.7%; BRCT PPI red: -1.5%; BRCT PPI green: -1.0%; Casp7 inh: -0.2%; Rhodamine autofl: inactive; Tau fil binding: -0.9%; HEK293 cAMP ctrl: -1.2%; Caspase-1 inhib: 0.1%

What do the screens show for `Cc1cc(C)n2nc(SCc3ncc(-c4ccccc4)o3)nc2n1`?
15-hLO inh: -12.4%; USP2a inh: 35.2%[activator]; DNA Pol III inh: -9.2%; HADH2 inh: -1.5%; BRCT PPI red: -1.8%; BRCT PPI green: 2.3%; Casp7 inh: -0.5%; Rhodamine autofl: inactive; Tau fil binding: 6.7%; HEK293 cAMP ctrl: 15.2%; Caspase-1 inhib: -0.2%

Results for CCc1c(C)nc(N)n2c(SCC(=O)N3CCN(c4ccccc4F)CC3)nnc12 ?
15-hLO inh: inconclusive; USP2a inh: -13.3%; DNA Pol III inh: -6.8%; HADH2 inh: -9.5%; BRCT PPI red: -0.6%; BRCT PPI green: -4.0%; Rhodamine autofl: inactive; Tau fil binding: -10.7%; HEK293 cAMP ctrl: 10.1%; Caspase-1 inhib: -1.8%

Results for COCCn1c(=O)[nH]c2cc(C(=O)NCc3cccnc3)ccc2c1=O ?
15-hLO inh: -5.5%; USP2a inh: 0.8%; DNA Pol III inh: 3.2%; HADH2 inh: inconclusive; BRCT PPI red: -0.3%; BRCT PPI green: -0.4%; Casp7 inh: -0.9%; Rhodamine autofl: inactive; Tau fil binding: 6.2%; HEK293 cAMP ctrl: inconclusive; Caspase-1 inhib: -1.1%

What do the screens show for `CCOC(=O)C1CCN(c2c(NCCN3CCCCC3C)c(=O)c2=O)CC1` (stereo not drawn)?
15-hLO inh: 2.3%; DNA Pol III inh: -4.9%; HADH2 inh: 1.1%; BRCT PPI red: -1.1%; BRCT PPI green: -0.9%; Casp7 inh: -2.7%; Tau fil binding: 11.2%; HEK293 cAMP ctrl: -7.3%; Caspase-1 inhib: -0.8%

What do the screens show for `CC(C)c1ccc(NC(=O)CCNS(=O)(=O)c2cccc3nonc23)cc1`?
15-hLO inh: -6.7%; USP2a inh: 10.1%; DNA Pol III inh: -4.3%; HADH2 inh: -1.2%; BRCT PPI red: 0.2%; BRCT PPI green: -1.5%; Casp7 inh: -2.4%; Rhodamine autofl: inactive; Tau fil binding: inconclusive; HEK293 cAMP ctrl: inconclusive; Caspase-1 inhib: -4.0%

What do the screens show for `Cc1csc2nc(CNS(=O)(=O)c3ccc4c(c3)OCCO4)cn12`?
15-hLO inh: 11.3%; DNA Pol III inh: -5.0%; HADH2 inh: 2.4%; BRCT PPI red: -2.7%; BRCT PPI green: -1.4%; Casp7 inh: 0.4%; Tau fil binding: 6.6%; HEK293 cAMP ctrl: 14.0%; Caspase-1 inhib: -2.3%

What do the screens show for `CN(C(=O)CSc1nc(N)nn1-c1ccccc1)c1ccccc1`?
15-hLO inh: -5.7%; DNA Pol III inh: 13.1%; HADH2 inh: 7.6%; BRCT PPI red: 1.0%; BRCT PPI green: -3.0%; Casp7 inh: 2.0%; Tau fil binding: -11.7%; HEK293 cAMP ctrl: inconclusive; Caspase-1 inhib: -13.9%

How did C[N+]1(C)CCc2cc(O)c(O)cc2[C@H]1Cc1ccc(O)c(O)c1 do in these assays?
15-hLO inh: inconclusive; DNA Pol III inh: -12.8%[11.4 µM]; HADH2 inh: 1.26µM*; BRCT PPI red: 1.2%[15.4 µM]; BRCT PPI green: -0.4%[15.4 µM]; Casp7 inh: -8.2%[11.5 µM]; Rhodamine autofl: inactive; Tau fil binding: 3.0%[11.4 µM]; HEK293 cAMP ctrl: -2.5%[11.4 µM]; Caspase-1 inhib: -1.5%[11.5 µM]

What do the screens show for `CSC1=NCCN1C(=O)c1c(-c2ccccc2Cl)noc1C`?
15-hLO inh: 4.8%; DNA Pol III inh: -3.2%; HADH2 inh: 8.4%; BRCT PPI red: 0.5%; BRCT PPI green: -2.1%; Casp7 inh: 0.4%; Tau fil binding: 1.4%; HEK293 cAMP ctrl: 0.7%; Caspase-1 inhib: -3.5%

What do the screens show for `CC(=O)Nc1ccc(CN2CCN(c3cccc(C(F)(F)F)c3)CC2)cc1`?
15-hLO inh: -9.2%; HADH2 inh: 8.1%; BRCT PPI red: 0.6%; BRCT PPI green: 0.4%; Casp7 inh: -1.5%; HEK293 cAMP ctrl: -2.8%; Caspase-1 inhib: -2.8%

Results for COc1ccc(CNc2cc(-c3ccccc3Cl)ncn2)c(OC)c1 ?
15-hLO inh: -1.1%; USP2a inh: 14.8%; DNA Pol III inh: 0.8%; HADH2 inh: 10.2%; BRCT PPI red: -1.3%; BRCT PPI green: -2.3%; Casp7 inh: -10.9%; Rhodamine autofl: inactive; Tau fil binding: 3.6%; HEK293 cAMP ctrl: 20µM*; Caspase-1 inhib: -4.0%
